# Screens from PubChem.
# BRCA1 expr act = BRCA1 expression activation; MCF7-BRCA1-FFLuc reporter, luminescence, 48 h; response scale: scaled: vehicle 0%, 10 µM genistein 100%; AID 624202; 380,000 compounds, 1.1% hits; Potency, µM (highest dose often 46.1 µM), for inactives: top-dose activation, hits mostly activators; further: potency means the concentration at half of the fitted maximal effect; nearly all actives have a fitted effect of over 80% in size; some results filed as inactive show a strong effect at the top dose
#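 Luminescence from a BRCA1-driven firefly luciferase in MCF7 cells was the read-out, taken 15 min after substrate addition following 48 h compound exposure at 37 °C. Data were normalized to a 10 microM genistein control and DMSO vehicle.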
# CXXC DNA block = inhibitors of human MLL CXXC domain-DNA interaction; Potency, µM (highest dose often 115 µM), for inactives: top-dose activity change, negative = inhibition, usual class: inhibitors; MLL-CXXC / FITC-HOXA9 DNA fluorescence polarization; Q03164; 290,000 compounds, 0.037% hits; active means well fitted inhibition curve with a large enough effect in the polarisation, with a control signal flat, not every such curve was filed as active; inconclusive means small, poorly fitted or top-dose-only effect, or effect the other way, or a change in a side signal; inactive means no such curve, though single readings can be large or run the other way; the % refers to the polarisation; further: potency means the concentration at half of the fitted maximal effect
#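 Purified MLL-CXXC (added from a 7 uM solution) was preincubated 5 min at ambient with pinned compounds in 50 mM Tris-HCl pH 7.5, 50 mM NaCl, 1 mM DTT, 0.05% BSA. Fluorescein-labeled HOX-A9 DNA (50 nM solution) followed, 30 min, then polarization read.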
# PTAP TSG101 blk = blocks PTAP/TSG101 interaction to inhibit HIV-1 budding; Fluorescence polarization, FITC-PTAP peptide / Tsg101 binding; 340,000 tested, under 10 active; AID 493005; Potency, µM (top dose mostly 115 µM), for inactives: top-dose activity change, negative = inhibition, actives largely listed as inhibitors; Q99816; active means well fitted inhibition curve with a large enough effect in the main read-out, with a control signal flat, not every such curve was filed as active; inconclusive means small, poorly fitted or top-dose-only effect, or effect the other way, or a change in a side signal; inactive means no such curve, though single readings can be large or run the other way; further: potency means the concentration at half of the fitted maximal effect; % of control where 0% means no effect
#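 Fluorescence anisotropy tracks displacement of a FITC-tagged PTAP peptide (50 nM) from the Tsg101 binding domain (10 uM), following a 20 min room-temperature incubation at pH 7.5.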
# TCR act = activators of T cell receptors | AID 504894 | primary human leukocytes, anti-CD3, IL-2 HTRF, 48 h | 330,000 tested, under 10 active | Potency, µM (top dose mostly 9.22 µM), inactives show top-dose activation of IL-2 secretion, most hits filed as activators; further: % of control where 0% means no effect
#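 Activity was scored as IL-2 release from primary human leukocytes given only a TCR signal (a-CD3 beads) plus compound for 48 hr. Detection used a two-antibody HTRF format read at 665nm.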
# a7 integrin act = integrin-mediated muscular dystrophy alleviation activation. Potency, µM (highest dose often 38.3 µM), for inactives: at the top dose activation, actives largely listed as activators. AID 624291. alpha7betagal myoblasts, beta-gal FDG fluorescence, 48 h. 350,000 compounds, 0.064% hits;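 further: potency means the concentration at half of the fitted maximal effect; 100% = response of the positive control SU9516; nearly all actives have a fitted effect of over 60% in size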
#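 alpha7betagal+/- myoblasts (passage 13, 250/well) treated 48 h at 37C with compounds at 1:260 dilution of DMSO stock. Lysed, then beta-galactosidase activity read as FDG fluorescence (ex 480/em 540) after 30 min, with pre-read for autofluorescence.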
# A-T KAP1 phos = potential ataxia-telangiectasia treatments restoring KAP-1 phosphorylation | Potency, µM (highest dose often 57.5 µM), inactives show at the top dose activation, most hits filed as activators | […] A-T fibroblasts, KAP-1 phosphorylation AlphaLISA; neocarzinostatin DNA damage 30 min before lysis | 320,000 compounds, 0.19% hits; further: potency means the concentration at half of the fitted maximal effect; % of control where 0% means no effect; nearly all actives have a fitted effect of over 45% in size
#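 ATM-like activity read as KAP-1 phosphorylation via AlphaLISA donor/acceptor antibody pairs after lysis and 6 hr at 25C. Cells were ATM-null patient fibroblasts ([…], hTERT), dosed 60 min, then exposed to the DSB inducer NCS for 30 min.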
# TRPV1 agonist = activates the human vanilloid receptor TRPV1. TRPV1-expressing cells, Fluo-8 calcium influx, agonist mode. 320,000 compounds, 0.19% hits. activation, % at 8.33 µM. Q8NER1; in the data active means activation above about 80%; inconclusive means between about 30% and that limit; further: 0% is about no effect
#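 Fluo-8 calcium influx in TRPV1-expressing cells, kinetic read (ex 480/em 520 nm). Compound added and read 3 min for agonist activity, followed by capsaicin at EC20 final and 2 min further read for enhancement.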
# ELG1 DNA repair = blocks ELG1-dependent DNA repair in HEK293T cells; HEK293T ELG1-luciferase reporter, luminescence, 16 h; DNA damage induced by 5-fluorouridine; Potency, µM (doses to about 46.1 µM), for inactives: top-dose activity change, negative = inhibition, usual class: inhibitors; 330,000 compounds, 2.3% hits; AID 504467; further: potency means the concentration at half of the fitted maximal effect; on the % scale 0 is the no-effect control and ±100 the full control effect; nearly all actives have a fitted effect of over 55% in size
#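 HEK293T cells expressing luciferase-tagged ELG1 (2,000/well) received 5-Fluorouridine plus compound or DMSO for 16 hr at 37 °C. Luciferase was read by ONE-Glo luminescence after 30 min at room temperature.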
# B2AR arrestin = beta2AR (human) beta-arrestin recruitment activity; 330,000 compounds, 0.02% hits; AID 492947; Potency, µM (series often up to 46.1 µM), for the others: at the top dose activation, usual class: activators; P07550; beta-arrestin recruitment to beta2AR, cell-based reporter;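 further: potency means the concentration at half of the fitted maximal effect; 0% = DMSO controls and full agonism = EC100 isoproterenol or metaproterenol; nearly all actives have a fitted effect of over 65% in size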
# p53 reactivation = restores transcriptional activity of mutant p53; H1299 p53-A138V BP100-luciferase reporter, luminescence, 24 h; Potency, µM (doses to about 92.2 µM), for the others: at the top dose activity change, positive = activation, most hits filed as activators; 320,000 compounds, 0.063% hits; further: potency means the concentration at half of the fitted maximal effect; % of control where 0% means no effect; nearly all actives have a fitted effect of over 45% in size
#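 p53-null H1299 cells stably carrying temperature-sensitive p53-A138V and a BP100-luciferase reporter were pinned with compounds (4-point, 1:5 series) and held 24 hrs at 37 deg C. Luminescence was read 10 min after detection reagent.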
# Active calls of the source: *; ? = inconclusive; . = no result given; & = joins results of further samples; [ ] = dose if it differs, or a comment. Unless noted, the call rests on the fitted dose curve; in most records, active means well fitted curve in the direction sought with a large enough effect; inconclusive means small, poorly fitted or top-dose-only effect, or another doubt; inactive means no such curve, though single readings can be large; an effect the other way counts as inactive or inconclusive.
# Every second line gives: CXXC DNA block	PTAP TSG101 blk	A-T KAP1 phos	B2AR arrestin	p53 reactivation	BRCA1 expr act	ELG1 DNA repair	a7 integrin act	TCR act	TRPV1 agonist
1: COc1ccc(N2CCN(C(=O)c3cc4c(=O)n(Cc5ccccc5)ccc4nc3C)CC2)cc1
  12%	1%	4%	-0.7%	-8%	-15%&-2%	?	9%	7%	-4
2: COc1ccc(S(=O)(=O)N2CCCCC2)cc1NC(=O)C1CC1C (stereo not given)
  .	-5%	4%	0.0%	-9%	-5%	-4%	-2%	8%	11
3: O=C(Cn1cnc2c(cnn2-c2ccccc2)c1=O)Nc1ccc(S(=O)(=O)N2CCOCC2)cc1
  .	-3%	-2%	-0.3%	-7%	-55%	-14%	-1%	-2%[46.1 µM]	0
4: O=C(N/N=C/c1cn(Cc2ccccc2)c2ccccc12)c1cc(O)cc(O)c1
  0%	3%	-1%	-3.8%	4%	11%	14%	-19%	0%	-8
5: CCOC(=O)C1=C(C)N(CCCCCC(=O)O)C(=O)NC1c1ccccc1Cl (stereo not given)
  4%	-1%	.	0.0%	0%	-5%	0%	-4%	-8%	-10
6: Cc1sc2nc(COC(=O)c3ccc(N4CCCC4)c([N+](=O)[O-])c3)[nH]c(=O)c2c1C
  20%	-1%	-1%	-1.3%	-11%	-23%	-7%	-42%	4%[46.1 µM]	-4
7: O=C(N/N=C/c1sc(=O)n(-c2ccccc2)c1Cl)c1ccncc1
  2%	1%	-8%	-0.8%	19%	4%	?	-33%[inhibitor]	0%[46.1 µM]	7
8: CN1C(=O)/C(=C\c2ccccc2)Sc2ccc(C(=O)N3CCN(c4ccccn4)CC3)cc21
  18%	.	-4%	-0.1%	-2%	.	-23%	.	.	.
9: O=C1NC[C@H](Cc2ccccc2)N(C[C@H]2CCCN2C[C@H](Cc2ccc(O)cc2)N2C[C@H](Cc3ccc(O)cc3)N(CC3CCCCCC3)C(=O)C2=O)C1=O
  .	-1%	.	.	.	-63%	.	37%	3%	.
10: O=C1CC(C(=O)N(c2cccc(F)c2)C(C(=O)NC2CCCC2)c2ccccn2)CS1 (stereo not given)
  6%	-4%	-13%	-0.2%	3%	-18%	-1%	7%[7.66 µM]	.	1
11: CCCCCC(=O)Nc1sc(C)c(C)c1C#N
  0%	0%	-4%	3.1%	?	-46%	19%	0%	1%[46.1 µM]	16
12: O=C(CCCN1C(=O)c2cccc3cccc(c23)C1=O)Nc1ccon1
  -2%	-1%	1%[11.5 µM]	-0.9%	-3%	-3%	-5%	5%	6%	-1
13: Cc1cc2cc(CNC(=S)Nc3ccc(OC(F)F)cc3)ccc2[nH]1
  -1%	-6%	-5%	1.1%	4%	-21%	-2%	5%	-1%	12
14: CCc1ccc(-c2cc(C)no2)cc1S(=O)(=O)N1CCOc2ccc(C)cc21
  -5%	-1%	9%	0.1%	4%	-60%	?	-35%[inhibitor]	0%	?
15: O=C(Nc1nncs1)c1ccc(Br)c(S(=O)(=O)N2CCCC2)c1
  -7%	-6%	-3%	-0.4%	10%	-4%	3%	25%	-8%	-1
16: CC(=O)c1ccc(NC(=O)C(C)Sc2n[nH]c(-c3cccnc3)n2)cc1 (stereo not given)
  -4%	3%	-1%	-0.1%	4%	0%	-5%	14%	3%	-1
17: CCc1ccc2oc(-c3cc(N)cc(C)c3O)nc2c1
  4%	3%	10%	0.3%	?	?	?	-21%	-4%	-2
18: CCCCN(CC)Cc1ccc(CNC(=O)Nc2ccc(Cl)cc2)o1
  13%	-5%	-3%	-0.7%	1%	-30%	-15%	-69%[inhibitor]	-19%	13
19: CCn1c(SCC(=O)NCc2ccco2)nnc1C1CCCC1
  -2%	-7%	4%	0.1%	.	-3%	-4%	-17%	-5%	-1
20: CCC(C)C1C(C#N)=C(N)Oc2n[nH]c(-c3ccccc3)c21 (stereo not given)
  8%	-2%	4%	-0.3%	8%	-35%	?	-23%	-37%	2
21: CC1CCN(c2nc(-c3cccnc3)nc3scc(-c4ccccc4)c23)CC1
  -5%	10%	2%	-0.9%	-10%	-21%	15%	-1%	-1%[46.1 µM]	-3
22: CCOC(=O)C(NCCCO)c1ccccc1 (stereo not given)
  0%	-11%	0%	0.5%	3%	4%	-10%	12%	.	-1
23: CC(=O)Nc1ccc(NC(=O)C(C)Sc2nc3nc(C)cc(C)n3n2)cc1 (stereo not given)
  .	-4%	2%	0.3%	-3%	-20%	8%	13%	-1%	0
24: O=C(COC(=O)c1cc(=O)[nH]c2ccccc12)Nc1ccc(Cl)cn1
  .	0%	9%	0.1%	2%	-24%	8%	16%	5%	-2
25: O=C(c1ccc(NS(=O)(=O)c2ccc(Cl)c(Cl)c2)cc1)N1CCOCC1
  .	-3%	0%	-0.4%	-4%	-20%	1%	3%	-4%	1
26: Cn1c(/C(C#N)=C/c2cccc(O)c2)nc2ccccc21
  -21%	-3%	-6%	-0.7%	?	?	?	-16%	16%	-2
27: CC(C)C[C@H](NC(=O)c1nc[nH]c1C(=O)N1CCN(C(=O)OC(C)(C)C)CC1)C(=O)OC(C)(C)C
  -25%	-3%	-10%	-0.7%	9%	4%	-6%	22%	-12%	1
28: c1ccc(Nc2ccccc2)cc1
  .	-1%	-2%	-0.1%	1%	-2%	2%	?	5%	10
29: O=C(/C(=C/c1ccccc1)n1cncn1)c1ccc(Cl)cc1Cl
  -19%	2%	21%	-0.6%	-1%	-22%	20%	28%	4%	0
30: NS(=O)(=O)c1ccc(CCNC(=S)NC(=O)c2ccccc2Br)cc1
  .	-3%	1%	0.1%	-15%	-30%	?	-2%	-2%[46.1 µM]	.
31: CCOC(=O)c1oc2cc(O)c(CC)cc2c(=O)c1-c1cscn1
  -3%	-1%	1%	0.0%	0%	-49%	4%	9%	-5%	0
32: COC(=O)C1(C(C[N+](=O)[O-])c2ccc(C)cc2)C(=O)NCC1c1ccco1 (stereo not given)
  2%	4%	3%	5.7%	-2%	-10%	8%	-21%	5%	8
33: COc1ccc(CCNC(=O)COc2cc(C)cc3oc(=O)cc(C)c23)cc1
  1%	-2%	3%	0.0%	-4%	-19%	11%	-3%	5%	-2
34: Cc1onc(-c2ccccc2)c1C(=O)OCC(=O)N(C)c1c(N)n(Cc2ccccc2)c(=O)[nH]c1=O
  .	0%	-1%	-0.8%	-5%	-2%	5%	18%	-6%	-1
35: C/C(=N\S(=O)(=O)c1ccc(C)cc1)NC(=S)Nc1ccc(C)cc1
  5%	-6%	10%	8.9%	0%	88%	?	0%	-6%	-6
36: Cc1cccc(-n2c(-c3ccco3)nc3nc4ccccc4nc32)c1
  0%	.	0%	-0.1%	-2%	.	10%	.	.	3
37: Cc1ccc(S(=O)(=O)NCc2ccccc2)cc1C(=O)NC(C)c1ccc(S(N)(=O)=O)cc1 (stereo not given)
  .	-2%	7%	-0.2%	-3%	-12%	17%	-11%	5%	-1
38: COc1ccc(/C=N/Nc2nc(Nc3ccccc3)nc(N3CCCCC3)n2)c(OC)c1
  -1%	-2%	1%	-0.2%	26%	-1%	21µM*	2%	-5%[46.1 µM]	2
39: CC(C)Cn1cnc2c(N)nc3ccccc3c21
  4%&-7%	-1%	9%	0.1%	-4%	8%	10%	.	3%	5
40: COc1cccc(-n2c(=O)c3cc(OC)c(OC)cc3n(CC(=O)Nc3cc(C)[nH]n3)c2=O)c1
  0%	2%	1%	-0.3%	5%	-1%	17%	10%	-1%[46.1 µM]	-3
41: CN(C)C(=O)c1cn(-c2ccccc2)nc1-c1cccc([N+](=O)[O-])c1
  8%	-3%	-5%	0.2%	2%	15%	?	22%	.	?
42: CN(C)C(=O)CSc1nnc(CCNC(=O)OC(C)(C)C)o1
  -1%	3%	.	-0.6%	6%	11%	0%	38%	6%	2
43: O=C(NCc1ccccc1)c1cc[n+](CC(=O)c2cccs2)cc1
  4%	1%	-15%	-0.2%	-2%	1%	9%	10%	2%	4
44: CN(C)CCCNc1nc(N)c([N+](=O)[O-])c(NCCO)n1
  1%	-1%	-4%	-1.2%	-3%	-9%	-6%	23%	1%	-2
45: CCOc1ccc(-c2c(=O)n(OCC)c3ccccc3[n+]2[O-])cc1
  -8%	-2%	-4%	0.5%	-2%	82%	17%	1%	0%	11
46: Cc1cccc(C)c1NC(=O)c1cccc2c1C(=O)N(C1CCCCC1)C2
  27%	-4%	6%	0.6%	-4%	-26%	21%	-6%	-3%	?
47: CCN(CC)CC1C(=O)N(c2ccc(OC)cc2)C1c1ccccc1 (stereo not given)
  -12%	1%	6%	-0.9%	-2%	-24%	6%	-14%	1%	-4
48: Cc1ccc(C(=O)/C=C/c2cc(Br)cc(Br)c2O)o1
  57%[activator]	1%	3%	-0.6%	-14%	-58%	0%	-9%	6%	4
49: CC(CNC(=O)c1ccc(Br)o1)NC(=O)c1ccc(Br)o1 (stereo not given)
  6%	-8%	7%	0.4%	-4%	-7%	1%	0%	2%	-1
